TDP2 inh: human TDP2 enzyme inhibitors, primary screen, biochemical, epi absorbance, recombinant enzyme; Tyrosyl-DNA phosphodiesterase 2 (Homo sapiens), O95551; T5PNP hydrolysis, p-nitrophenol absorbance 415 nm; inhibition, % at 12.8 µM; 370,000 compounds, 0.34% hits; AID 720702, 2013;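 active = inhibition above the mean of all tested compounds plus 3 SD, set per campaign, cut at about 25% in these data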;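 note: 0% = DMSO with enzyme and 100% = buffer with substrate but no TDP2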
Target sequence (O95551 whole entry, looked up): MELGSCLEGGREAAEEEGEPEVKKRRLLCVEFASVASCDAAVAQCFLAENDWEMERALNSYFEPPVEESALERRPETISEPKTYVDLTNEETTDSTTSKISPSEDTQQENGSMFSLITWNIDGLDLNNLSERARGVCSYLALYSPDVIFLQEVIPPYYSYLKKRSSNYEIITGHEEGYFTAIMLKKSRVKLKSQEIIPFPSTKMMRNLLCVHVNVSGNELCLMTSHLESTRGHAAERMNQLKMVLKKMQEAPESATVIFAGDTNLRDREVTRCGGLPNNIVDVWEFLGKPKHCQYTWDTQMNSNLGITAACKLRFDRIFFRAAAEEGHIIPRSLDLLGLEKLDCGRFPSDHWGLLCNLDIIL
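System: recombinant human TDP2 / Amount: 120 nM TDP2 per well / Also added: 5 mM T5PNP chromogenic substrate / Doses: 12.8 µM single point, 1% DMSO / Incubation: 2 h at 37 °C / Detection: p-Nitrophenol epi absorbance / Evaluation: % inhibition relative to enzyme-containing and enzyme-free wells / Repeats: singlicate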
MBD2 inh: inhibitors of MBD2 binding to methylated DNA, primary screen, biochemical, TR-FRET, DNA-binding domain, human | Methyl-CpG-binding domain protein 2 (Homo sapiens), Q9UBB5 | MBD2 binding to methylated oligonucleotide | inhibition, % at 4.4 µM | 370,000 compounds, 0.31% hits; in the data active = inhibition above about 13%
LEDGF integ inh: blockers of LEDGF/p75-dependent integrase strand transfer – biochemical, TR-FRET, high throughput, primary screen. HIV-1 integrase (with human LEDGF/p75). TR-FRET IN-LEDGF/p75 DNA integration, Eu/Cy5. inhibition, % at 3.7 µM. 370,000 compounds, 0.64% hits. AID 743269, 2014;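 active = inhibition above the screen-wide mean plus 3 SD, cut at about 13% in these data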;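 note: signal is the Cy5 over europium emission ratio at 671 and 618 nm; 0% = plate median of compound wells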
UHRF1 binding: UHRF1 methylated DNA binding inhibitors, primary screen, counter-screen for MBD2 inhibitor project, biochemical, TR-FRET, human UHRF1, single concentration; E3 ubiquitin-protein ligase UHRF1 (Homo sapiens), Q96T88; UHRF1 binding to methylated oligo; inhibition, % at 4.4 µM; 370,000 compounds, 0.75% hits; AID 687016, 2013; in the data active = inhibition above about 21%;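 note: UHRF1 SRA domain binding a hemimethylated CpG hairpin DNA probe; 0% = median of test compound wells and 100% = reference inhibitor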
PRMT1 inh: PRMT1 methyltransferase inhibitors, primary screen, biochemical, fluorescence polarization; Protein arginine N-methyltransferase 1 (Homo sapiens), Q99873; recombinant PRMT1, activity-based probe fluorescence polarization; inhibition, % at 2.79 µM; 370,000 compounds, 1.3% hits;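 active = inhibition above about 21% made by adding two undisclosed values, limit read from the data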
SIAE inh: human SIAE inhibitors, primary screen, biochemical, fluorescence polarization, FP-Rh probe, 1536-well HTS; Sialate O-acetylesterase (Homo sapiens), Q9HAT2; AID 1053197, 2014; inhibition, % at 9.66 µM; SIAE FP-Rh probe binding; 370,000 compounds, 0.69% hits;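 active = inhibition above a cutoff: mean of compounds within the control limits plus 3 SD of those, cut at about 17% in these data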;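 note: 0% = plate median of compound wells and 100% = probe without SIAE protein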
DDE Tn7 FP inh: inhibitors of Tn7 peptide binding to fibrin DD(E), primary screen, biochemical, fluorescence polarization, human fibrin, Tn7 probe | AID 720508, 2013 | 370,000 compounds, 0.13% hits | FP displacement of FITC-Tn7 peptide from fibrin DD(E); 0% = median of compound wells per plate | inhibition, % at 8.3 µM | Fibrinogen beta chain (Homo sapiens), P02675;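 active = inhibition above the mean of compounds falling within the control limits plus 3 SD of them, cut at about 14% in these data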;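 note: 0% = plate median of compound wells and 100% = 10 µM Aha-Tn7 peptide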
Target sequence (P02675 whole entry, looked up): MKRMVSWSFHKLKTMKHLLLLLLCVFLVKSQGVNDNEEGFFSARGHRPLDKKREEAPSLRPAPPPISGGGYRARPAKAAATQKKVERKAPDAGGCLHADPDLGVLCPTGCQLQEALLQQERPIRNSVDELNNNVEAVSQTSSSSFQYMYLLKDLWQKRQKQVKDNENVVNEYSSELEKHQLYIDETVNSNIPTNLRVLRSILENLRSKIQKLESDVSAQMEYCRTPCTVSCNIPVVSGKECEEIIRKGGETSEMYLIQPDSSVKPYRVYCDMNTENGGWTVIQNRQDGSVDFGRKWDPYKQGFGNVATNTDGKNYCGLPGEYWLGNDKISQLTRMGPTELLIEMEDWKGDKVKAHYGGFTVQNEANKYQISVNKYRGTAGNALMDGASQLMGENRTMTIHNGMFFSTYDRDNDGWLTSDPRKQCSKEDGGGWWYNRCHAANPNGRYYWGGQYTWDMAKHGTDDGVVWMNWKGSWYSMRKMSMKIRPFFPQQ
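Assay system: human fibrin DD(E). Input: DD(E) 2 µM final. Medium: Tris buffer with calcium and detergent, pH 7.8. Compound dosing: single point at 8.3 µM. Timing: 10 min plus 3 h, room temperature. Technique: fluorescence polarization of the labelled Tn7 tracer. Read-out: percent inhibition. Replicates: singlicate testing.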
TCR-CD3 inh: inhibitors of human TCR-CD3 interaction, primary screen, biochemical, fluorescence, TAMRA-labeled TCR probe; T-cell receptor (TCR); inhibition, % at 9.4 µM; 360,000 compounds, 0.37% hits; AID 651800, 2012; in the data active = inhibition above about 19%;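 note: recombinant mutant TCR 2C K166C tagged with TAMRA read by polarization; 0% = receptor in buffer alone and 100% = receptor with positive control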
proKLK7 act: proKLK7 zymogen activators, primary screen, biochemical, fluorescence intensity; Kallikrein-7 (Homo sapiens), P49862; purified proKLK7, EDANS-DABCYL substrate fluorescence; 100% is mature enzyme control, 0% vehicle; activation, % at 7 µM; 370,000 compounds, 0.9% hits; AID 652039, 2013;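 active = activation above the mean of all tested compounds plus 3 SD, computed per campaign excluding outliers beyond control limits, cut at about 13% in these data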
DDE Tn6 FP inh: inhibitors of Tn6 peptide binding to fibrin DD(E), primary screen, biochemical, fluorescence polarization, human fibrin, Tn6 probe; inhibition, % at 8.3 µM; Fibrinogen beta chain (Homo sapiens), P02675; 370,000 compounds, 0.21% hits; Fibrin DD(E) TRITC-Tn6 fluorescence polarization displacement;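 active = inhibition above a per-campaign cutoff: mean of compounds within control limits plus 3 SD, cut at about 15% in these data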;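 note: 0% = median of all compound wells on the plate and 100% = blocking peptide control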
Starred values were filed as active, the others as inactive.

For NC(=O)CC(NC(=O)c1ccc(Br)cc1)c1ccc(N2CCN(c3ccccc3)CC2)c([N+](=O)[O-])c1 (stereo not given) the results were TDP2 inh 0.9, MBD2 inh -2.5, LEDGF integ inh 1.0, UHRF1 binding -0.2, PRMT1 inh 1.2, SIAE inh -3.8, DDE Tn7 FP inh 3.0, TCR-CD3 inh 0.6, proKLK7 act 0.2 and DDE Tn6 FP inh -12.8.
NC(=O)CC[C@@H]1NC(=O)[C@H](CO)NC(=O)c2cc([N+](=O)[O-])cc(I)c2NCCC[C@@H](C(N)=O)NC(=O)[C@H](Cc2ccc(O)cc2)NC1=O was read as TDP2 inh 1.5, MBD2 inh -4.0, LEDGF integ inh 1.5, UHRF1 binding -2.6, PRMT1 inh -2.1, SIAE inh -5.6, DDE Tn7 FP inh -6.3, TCR-CD3 inh -0.2, proKLK7 act 0.0 and DDE Tn6 FP inh -8.8.
`O=c1[nH][nH]c2cc([N+](=O)[O-])ccc12` gave TDP2 inh -10.2, MBD2 inh -2.3, LEDGF integ inh -8.9, UHRF1 binding 2.2, PRMT1 inh 8.9, SIAE inh 4.3, DDE Tn7 FP inh -4.2, TCR-CD3 inh -6.0, proKLK7 act 0.9 and DDE Tn6 FP inh -8.6.
CCN1CCCCC(NC(=O)c2ccccc2OC)C1=O (stereo not given) was read as TDP2 inh 3.1, MBD2 inh -0.1, LEDGF integ inh 4.1, UHRF1 binding 0.7, PRMT1 inh 0.0, SIAE inh -1.6, DDE Tn7 FP inh 6.3, proKLK7 act 0.2 and DDE Tn6 FP inh 8.2.
CCCOC(=O)c1ccc(NC(=O)C2C3CCC(C3)C2C(=O)O)cc1 (stereo not given) was read as TDP2 inh 6.8, MBD2 inh -4.4, LEDGF integ inh -1.3, UHRF1 binding -2.8, PRMT1 inh 0.1, SIAE inh -4.2, DDE Tn7 FP inh 0.8, TCR-CD3 inh 2.1, proKLK7 act 0.0 and DDE Tn6 FP inh 5.3.
`COc1cccc(-c2csc(N3CCN(C(=O)NC45CC6CC(CC(C6)C4)C5)CC3)n2)c1` gave TDP2 inh -1.7, MBD2 inh 3.0, LEDGF integ inh 5.1, UHRF1 binding -1.1, PRMT1 inh 2.3, SIAE inh -0.9, DDE Tn7 FP inh 1.9, TCR-CD3 inh -8.2, proKLK7 act -0.7 and DDE Tn6 FP inh 0.3.
`O=C(NCCNc1ccnc2cc(Cl)ccc12)c1ccccc1F` gave TDP2 inh -1.4, MBD2 inh 1.6, LEDGF integ inh 4.1, UHRF1 binding -1.8, PRMT1 inh -2.5, SIAE inh -3.3, DDE Tn7 FP inh -6.9, TCR-CD3 inh 2.8, proKLK7 act 0.1 and DDE Tn6 FP inh -2.1.
For COc1ccc(CCNC(=O)CCNS(=O)(=O)c2cccc(Cl)c2)cc1OC the results were TDP2 inh 1.1, MBD2 inh -1.6, LEDGF integ inh 0.7, UHRF1 binding 1.4, PRMT1 inh -1.8, SIAE inh -3.9, DDE Tn7 FP inh -3.6, TCR-CD3 inh -5.0, proKLK7 act 0.7 and DDE Tn6 FP inh 5.5.
For CC1(C)Oc2ccc(C(=O)NCCCN3CCCC3)cc2NC1=O the results were TDP2 inh 0.2, MBD2 inh -5.5, LEDGF integ inh 5.5, UHRF1 binding -1.9, PRMT1 inh -2.6, SIAE inh 1.1, DDE Tn7 FP inh -2.3, proKLK7 act -0.2 and DDE Tn6 FP inh 4.0.
`CCOP(=O)(c1ccc(N(C)C)cc1)C(O)c1ccc(OC)cc1` (stereo not given) gave TDP2 inh 10.3, MBD2 inh -3.7, LEDGF integ inh 1.7, UHRF1 binding 2.8, PRMT1 inh 1.9, SIAE inh -3.2, DDE Tn7 FP inh -5.3, TCR-CD3 inh 6.3, proKLK7 act 0.1 and DDE Tn6 FP inh -12.9.

The list goes on, overlapping the part above by 2 compounds.
For CC1(C)Oc2ccc(C(=O)NCCCN3CCCC3)cc2NC1=O the results were TDP2 inh 0.2, MBD2 inh -5.5, LEDGF integ inh 5.5, UHRF1 binding -1.9, PRMT1 inh -2.6, SIAE inh 1.1, DDE Tn7 FP inh -2.3, proKLK7 act -0.2 and DDE Tn6 FP inh 4.0.
`CCOP(=O)(c1ccc(N(C)C)cc1)C(O)c1ccc(OC)cc1` (stereo not given) gave TDP2 inh 10.3, MBD2 inh -3.7, LEDGF integ inh 1.7, UHRF1 binding 2.8, PRMT1 inh 1.9, SIAE inh -3.2, DDE Tn7 FP inh -5.3, TCR-CD3 inh 6.3, proKLK7 act 0.1 and DDE Tn6 FP inh -12.9.
Screening O=C1CSC(c2cccnc2)N1CCc1ccccn1 (stereo not given) returned TDP2 inh 0.0, MBD2 inh 2.2, LEDGF integ inh 6.7, UHRF1 binding 0.1, PRMT1 inh -2.9, SIAE inh 2.3, DDE Tn7 FP inh 1.5, TCR-CD3 inh -0.9, proKLK7 act -0.6 and DDE Tn6 FP inh -0.7.
For O=S(=O)(NCCc1ccncc1)c1ccc(S(=O)(=O)N2CCCCCC2)cc1 the results were TDP2 inh 5.6, MBD2 inh -0.8, LEDGF integ inh -0.9, UHRF1 binding 0.0, PRMT1 inh 0.9, SIAE inh 2.1, DDE Tn7 FP inh 0.0, TCR-CD3 inh 0.9, proKLK7 act 0.4 and DDE Tn6 FP inh 4.3.
Cc1ccc(C(C)C)cc1OCC(=O)Nc1ccccc1N1CCCC1 was read as TDP2 inh 4.5, MBD2 inh 1.1, LEDGF integ inh -6.5, UHRF1 binding -1.1, PRMT1 inh -1.2, SIAE inh -0.8, DDE Tn7 FP inh 2.1, TCR-CD3 inh -7.5, proKLK7 act 0.4 and DDE Tn6 FP inh -1.1.
Screening Cc1ccc(Nc2nnc(SCC(=O)Nc3ccc(S(=O)(=O)N4CCOCC4)cc3)s2)cc1 returned TDP2 inh 0.7, MBD2 inh 4.7, LEDGF integ inh -5.7, UHRF1 binding 2.2, PRMT1 inh 1.8, SIAE inh 2.9, DDE Tn7 FP inh 4.3, TCR-CD3 inh -10.2, proKLK7 act 0.6 and DDE Tn6 FP inh 5.2.
`Cc1ccc(/C=N\NC(=O)C2COc3cc4ccccc4cc3O2)o1` (stereo not given) gave TDP2 inh 4.2, MBD2 inh 3.5, LEDGF integ inh 2.9, UHRF1 binding -2.2, PRMT1 inh -0.5, SIAE inh -2.8, DDE Tn7 FP inh -1.7, TCR-CD3 inh 4.7, proKLK7 act 0.3 and DDE Tn6 FP inh -7.8.
Screening CCOC(=O)C1=C(C)NC(=O)NC1 returned TDP2 inh -2.7, MBD2 inh -1.7, LEDGF integ inh 0.3, UHRF1 binding 4.6, PRMT1 inh -0.1, SIAE inh 1.7, DDE Tn7 FP inh -1.8, TCR-CD3 inh -6.1, proKLK7 act -0.4 and DDE Tn6 FP inh -0.7.
`CC(c1ccc(F)cc1)n1cc(C(=O)NCCN(C)C)nn1` (stereo not given) gave TDP2 inh 1.9, MBD2 inh 0.9, LEDGF integ inh 1.7, UHRF1 binding -2.0, PRMT1 inh -2.1, SIAE inh -5.3, DDE Tn7 FP inh 2.1, TCR-CD3 inh -1.3, proKLK7 act 0.3 and DDE Tn6 FP inh 4.5.
For CCN(Cc1ccncc1)C(=O)c1ccc(C)o1 the results were TDP2 inh -0.3, MBD2 inh 1.6, LEDGF integ inh -2.5, UHRF1 binding 2.4, PRMT1 inh 4.2, SIAE inh 4.0, DDE Tn7 FP inh -0.1, TCR-CD3 inh -3.8, proKLK7 act -0.3 and DDE Tn6 FP inh 2.1.
CCn1c(C)nc2cc(S(=O)(=O)Nc3ccc(C)cc3)ccc21 was read as TDP2 inh 7.9, MBD2 inh 6.0, LEDGF integ inh -1.7, UHRF1 binding 1.7, PRMT1 inh 1.8, SIAE inh 4.3, DDE Tn7 FP inh 9.7, TCR-CD3 inh 0.5, proKLK7 act 0.3 and DDE Tn6 FP inh 1.2.
Screening NC(=O)C1CCCN1 (stereo not given) returned TDP2 inh -0.8, MBD2 inh -5.3, LEDGF integ inh 0.1, UHRF1 binding 6.4, PRMT1 inh -1.6, SIAE inh 1.6, DDE Tn7 FP inh -3.0, TCR-CD3 inh -0.4, proKLK7 act -0.3 and DDE Tn6 FP inh -1.9.
For Cc1ccc(N/C=C/c2onc(C)c2[N+](=O)[O-])cc1 the results were TDP2 inh 9.9, MBD2 inh -2.8, LEDGF integ inh -1.5, UHRF1 binding -1.3, PRMT1 inh -3.5, SIAE inh 1.6, DDE Tn7 FP inh -1.4, TCR-CD3 inh 2.6, proKLK7 act 0.1 and DDE Tn6 FP inh -3.2.
For CNC(=O)c1[nH]cnc1C(=O)Nc1cccc(Cl)c1 the results were TDP2 inh -0.3, MBD2 inh -1.3, LEDGF integ inh 1.1, UHRF1 binding 0.0, PRMT1 inh 0.3, SIAE inh -12.8, DDE Tn7 FP inh -5.0, TCR-CD3 inh 0.8, proKLK7 act 0.5 and DDE Tn6 FP inh -2.8.
Screening Cc1ccc(-n2c(=O)c(C#N)cc3c(=O)n4ccccc4nc32)cc1 returned TDP2 inh -1.7, MBD2 inh 3.6, LEDGF integ inh -1.8, UHRF1 binding -1.9, PRMT1 inh -0.1, SIAE inh 2.9, DDE Tn7 FP inh 3.9, TCR-CD3 inh 1.6, proKLK7 act 5.9 and DDE Tn6 FP inh -6.4.
`COc1ccc(CN2CCN(C(=O)c3c(-c4ccccc4)noc3C)CC2)cc1F` gave TDP2 inh -7.8, MBD2 inh -4.6, LEDGF integ inh -9.9, UHRF1 binding 0.6, PRMT1 inh 2.5, SIAE inh 2.7, DDE Tn7 FP inh -2.7, TCR-CD3 inh -1.8, proKLK7 act -0.2 and DDE Tn6 FP inh 6.6.
O=c1[nH]cnc2c1ccn2C1OC(CO)C(O)C1O (stereo not given) was read as TDP2 inh -1.7, MBD2 inh -1.7, LEDGF integ inh -3.5, UHRF1 binding 2.1, PRMT1 inh -0.1, SIAE inh -2.8, DDE Tn7 FP inh -6.1, TCR-CD3 inh -1.8, proKLK7 act -0.2 and DDE Tn6 FP inh 3.9.

High-throughput results as filed in PubChem BioAssay.
